# PAX8 inh HTS = PAX8 transcriptional activity inhibition. AID 652154. RMG-I TPO-luciferase reporter, SteadyGlo, 24 h. inhibition, % at 12.6 µM. actives 1.2% (n = 360,000);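 active = mean replicate inhibition at least 60% with every replicate also reaching 60%; inconclusive = only one of the two criteria is met; inactive = mean below 60% and not all replicates reaching 60%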;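 also: luciferase light reporting Pax8 driven TPO promoter activity; plate controls were median of neutral control wells for no effect and mitoxantrone controls for full effect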
# EWS-Fli inh = inhibitors of EWS/Fli oncoprotein transcriptional activity | AID 651661 | A673 NR0B1-luciferase reporter, viability-normalised | actives 0.67% (n = 350,000) | inhibition, % at 12.6 µM;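 active = mean inhibition of at least 50% after viability correction, with every replicate also passing that limit; inconclusive = mean reaches 50% but only one of two replicates passes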;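 also: firefly luciferase signal divided by Alamar Blue viability fluorescence both relative to DMSO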
# ARNT-TACC3 inh = disrupts binding between human ARNT and TACC3 | AID 623870 | AlphaScreen His-ARNT PAS-B/GST-TACC3 binding, luminescence; TACC3 fragment carries E629A point mutation | inhibition, % at 9.99 µM | actives 0.66% (n = 390,000);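 active = mean inhibition of replicates at least 50% and at least half of replicates each reaching 50%; inconclusive = half or more replicates reach 50% but mean below 50%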;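 also: 0% = complete ARNT plus TACC3 wells and 100% = ARNT alone without TACC3; many hits fall short of the cut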
# SIRT5 inh = sirtuin-5 (human) deacylase inhibition; Purified SirT5, succinyl-peptide AMC, trypsin-coupled fluorescence; Q9NXA8; inhibition, % at 15 µM; actives 1.1% (n = 330,000); in the data active = inhibition above about 15%; inconclusive = no clear call, values can overlap the other calls
# Target sequence (Q9NXA8 whole entry, looked up): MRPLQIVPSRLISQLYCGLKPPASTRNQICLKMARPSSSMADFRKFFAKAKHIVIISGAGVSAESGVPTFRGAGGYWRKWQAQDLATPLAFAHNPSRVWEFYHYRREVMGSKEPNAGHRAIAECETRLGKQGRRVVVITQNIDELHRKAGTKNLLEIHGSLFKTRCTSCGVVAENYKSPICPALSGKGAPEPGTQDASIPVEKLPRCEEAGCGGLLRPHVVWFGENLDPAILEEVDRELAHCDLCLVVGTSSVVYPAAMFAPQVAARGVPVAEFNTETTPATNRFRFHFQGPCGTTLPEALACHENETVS
# LGR2 antag = inhibitors of bursicon-induced Drosophila LGR2 receptor cAMP signaling | AID 720647 | HEK293 LGR2, CRE-luciferase, bursicon-stimulated, 4 h | actives 0.35% (n = 380,000) | inhibition, % at 9.99 µM;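 active = drop in luminescence signal, shown as inhibition above about 50% in the replicate tests, limit read from the data, passing the limit was not always enough; inconclusive = probably only some replicates passing the limit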;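 also: agonist challenge used bursicon conditioned medium at about half maximal strength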
# DENV2 CPE = DENV2-induced cell death inhibition; DENV2-infected cells, cytopathic effect rescue, plate reader; AID 651640; CPE inhibition, % at 9.99 µM; actives 1.7% (n = 350,000); in the data active = CPE inhibition above about 20%, passing the limit was not always enough; inconclusive = no clear call, values can overlap the other calls; tested in BHK-21 cells;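 also: 0% = median of neutral control wells and 100% = median of positive control wells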
# Casp6 inh = inhibitors of human caspase-6. P55212. purified caspase-6, Z-VEID-R110 cleavage fluorescence. inhibition, % at 12.5 µM. actives 0.53% (n = 350,000);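 active = mean inhibition across replicates at least about 35%, with every replicate also reaching that limit, limit read from the data; inconclusive = only one of the two criteria met; inactive = neither criterion met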;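 also: 0% = median of neutral control wells and 100% = no fluorescence left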
# Target sequence (P55212 24-179 limits assumed): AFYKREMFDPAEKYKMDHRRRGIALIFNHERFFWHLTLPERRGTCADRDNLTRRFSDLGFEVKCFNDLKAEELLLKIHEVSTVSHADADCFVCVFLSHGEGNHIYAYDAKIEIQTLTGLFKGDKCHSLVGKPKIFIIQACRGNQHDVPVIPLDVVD
# Target sequence (P55212 194-293 limits assumed): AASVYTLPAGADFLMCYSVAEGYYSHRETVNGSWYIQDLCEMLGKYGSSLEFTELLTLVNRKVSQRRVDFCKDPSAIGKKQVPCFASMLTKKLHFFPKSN
# * hit, by the source's call; ? = inconclusive; . = not tested or not shown; & = joins results of further samples.
SMILES	PAX8 inh HTS	EWS-Fli inh	ARNT-TACC3 inh	SIRT5 inh	LGR2 antag	DENV2 CPE	Casp6 inh
O=C(Cn1nc(-c2ccco2)ccc1=O)Nc1cc(C(F)(F)F)ccc1Cl	1	-3	4	1	-2	?	-1
c1coc(CNc2nc(-c3cccs3)cs2)c1	-109	-90	-1	-1	2	.	0
CCOc1ccc(CN2CCNC(=O)C2CC(=O)NCCCOc2cccnc2)cc1 (configuration not stated)	-3	7	-2	5	-1	-4	-11
CS(=O)(=O)Nc1ccc(C(=O)Nc2cccc([N+](=O)[O-])c2)cc1	-2	2	-4	-2	-6	0	7
C/C=C/c1ccc([C@H]2[C@@H](CO)N(Cc3ccccn3)[C@@H]2CNC(=O)CC)cc1	10	9	23	8	0	-7	1
CC(C)NC(=O)N[C@H]1CC[C@H](CCn2cc(-c3ccccc3)nn2)O[C@@H]1CO	15	-4	.	2	15	-3	0
N#CCCn1nc(-c2ccccc2)cc1Nc1ccccc1NC(=O)C(F)(F)F	5	3	5	-14	12	-4	-1
COC(=O)C[C@H]1c2cc(F)ccc2S(=O)(=O)N1Cc1ccccc1	-18	-2	.	0	18	-3	-4
CCCNC(=O)N1CC2(CN(Cc3cccc(OC)c3)C2)c2c([nH]c3cc(OC)ccc23)[C@H]1CO	.	-2	.	-1	-7	1	1
COc1ccc(CCNC(=O)CCc2cn(C)c3ccccc23)c(OC)c1	15	0	-6	-3	-7	-2	1
O=C(CCc1c[nH]c2ccccc12)N1CCN(S(=O)(=O)c2ccc(F)cc2)CC1	11	6	2	-1	-24	6	0
O=C(Nc1ccccc1)N1CCCCN2[C@H](C1)[C@H](c1ccc(C#Cc3cccnc3)cc1)[C@@H]2CO	-17	-7	11	.	22	.	.
CCOC(=O)N(NC(=O)C(O)(C(C)C)C(C)C)c1ccccc1	-11	5	.	3	11	-8	-2
Cn1nc(-c2ccccc2)c(/C=N/O)c1Cl	0	-5	8	2	10	-3	1
O=C(Nc1ccc2c(c1)OCCO2)C(c1ccccc1F)n1c(=O)c(-c2cc3ccccc3[nH]2)nc2ccccc21 (configuration not stated)	26	-1	.	3	12	-19	-1
CC(=O)Nc1ccc(C23CC4CC(CC(C4)C2)C3)cc1	-5	-40	-5	-6	-13	0	-1
CCOC(=O)c1ccc(NC(=S)N2CCC(O)CC2)cc1	-38	-22	.	-1	-25	4	0
COCCNC(=O)C1(C)CCCN(Cc2cn(C)c3ccccc23)C1 (configuration not stated)	9	1	.	1	2	5	-3
CC1CC2(CCCCC2)N2C(=O)C(=O)c3cccc1c32 (configuration not stated)	.	-29	6	-1	.	-1	9
COc1cccc2sc(N(CCN(C)C)C(=O)c3ccc(S(=O)(=O)N4CCCC4)cc3)nc12	1	0	7	-2	3	0	2
C[C@@H]1CN([C@@H](C)CO)C(=O)CCCn2nncc2CO[C@H]1CN(C)S(=O)(=O)c1ccc(Oc2ccccc2)nc1	-20&-11	-5&5	-5	-1&-2	-22	-8&8	-2&1
COCCNC(=O)C1(C)CCCN(C(=O)c2cccc(C(F)(F)F)c2)C1 (configuration not stated)	-16	-1	.	6	5	-9	2
O=C(COc1ccc([N+](=O)[O-])cc1)Nc1cc(S(=O)(=O)N2CCCCC2)ccc1N1CCCCC1	16	-4	-1	-2	0	0	-5
O=C1/C(=C/C=C/c2ccccc2)Oc2c1ccc(O)c2CN1CCN(CCO)CC1	23	5	0	5	-22	2	-10
C[C@@H]1CN([C@@H](C)CO)C(=O)c2cc(C#CCN(C)C)cnc2O[C@@H]1CN(C)C	.	-12	-1	-3	-6	0	2
CC1Cc2ccccc2N1C(=O)CCN1C(=O)C2C3C=CC(C3)C2C1=O (configuration not stated)	2	.	.	-3	.	.	-2
CCN(C(=O)CCN1C(=O)/C(=C/c2ccccc2)SC1=S)C1CCS(=O)(=O)C1 (configuration not stated)	55	-6	4	-7	59*	12	2
Cc1ccc(NC(=O)CSc2ncc3ccccn23)cc1	5	5	-10	-5	11	.	-5
Cc1ccc(-c2nnc(-c3ccccc3Br)o2)cc1	-55	11	-14	-3	?	1	-1
O=C(NC1CCN(Cc2ccccc2)CC1)c1cccc(S(=O)(=O)Nc2ccc(SC(F)F)cc2)c1	27	11	.	3	27	-6	-1
c1cnc2ccc(-c3ccc4ncccc4c3)cc2c1	-56	10	5	-8	-12	-5	-10
O=S(=O)(N[C@H]1CC[C@H](CCn2cc(-c3cccnc3)nn2)O[C@H]1CO)c1ccc(F)cc1	-3	3	-2	4	8	-5	2
CCOC(=O)[C@]12CCC=C1N(Cc1ccc(Cl)cc1Cl)C(=O)[C@H](CC(=O)NCCCOC)C2	-6	4	.	.	0	-9	3
O=C(C[C@H]1CC[C@H]2[C@@H](COC[C@@H](O)CN2C(=O)Nc2ccc(Cl)c(Cl)c2)O1)NCc1ccccc1	19	-1	-7	3	1	4	1
Cc1ccc(-c2csc(NC(=O)CCNC(=O)c3ccco3)n2)cc1	-24	-18	-2	0	-6	0	1
CO[C@@H]1CN(C)C(=O)c2cc(NC(=O)Nc3cccc(F)c3)ccc2OC[C@@H](C)N(C(=O)C2CC2)C[C@H]1C	3	-1	-6	.	-4	.	.
O=C(COc1ccc(S(=O)(=O)NCc2ccccc2)cc1Cl)NCc1ccncc1	8	9	0	2	-8	?	-3
CC(=O)N(C)C[C@H]1Oc2cc(-c3cccnc3)ccc2S(=O)(=O)N([C@H](C)CO)C[C@H]1C	5	-2	-5	1	5	-6	-3
COc1cccc(NC(=O)N[C@@H]2C=C[C@@H](CC(=O)Nc3ccccc3)O[C@H]2CO)c1	14	3	19	1	22	0	0
CCCC(=O)N1CCC1(C)C(=O)Nc1ccc2c(c1)CCN2C(C)=O (configuration not stated)	16	-6	.	4	0	8	1
CN(Cc1ccc(Cl)cc1)C(=O)c1[nH]c(C(F)(F)F)nc1-c1ccccc1	-25	-13	.	-1	11	-7	-2
NC(=O)c1ccsc1NC(=O)c1cc(=O)c2ccccc2o1	-188	-133	-6	-2	-3	2	1
CC1(C)COC(/C=C/c2ccc([N+](=O)[O-])cc2)=N1	-27	.	8	.	-10	.	.
Cc1ccc2c(C)c(C(=O)N3CCC(N4CCC(C(=O)NC5CC5)CC4)CC3)oc2c1	-1	3	3	0	23	5	-4
COc1ccccc1NC(=O)N1CCCCN2[C@H](CO)[C@H](c3ccc(C#Cc4ccccc4)cc3)[C@H]2C1	55	.	-2	-2	13	-2	-1
Cc1nc(C(=O)O)sc1C1(C)CC(c2cccc([N+](=O)[O-])c2)=NO1 (configuration not stated)	-9	-2	0	-5	-3	4	4
CCOCCCNC(=O)c1cccc(OC2CCN(S(C)(=O)=O)CC2)c1	-156	-120	6	7	-71	0	2
CC1CCCC=CC2CC(OC(=O)CN(C)C)CC2C(O)C=CC(=O)O1 (configuration not stated)	115*	63*	-9	.	.	-30	1
COc1ccc(N2CCN(C(CNC(=O)C(=O)NCCc3c[nH]c4ccccc34)c3ccco3)CC2)cc1 (configuration not stated)	-3	.	-3	.	-12	.	.
CC12CCC(C(=O)Nc3ccccc3)(C(Br)C1=O)C2(C)C (configuration not stated)	-26	-3	1	-4	8	-2	-1
COc1ccc(CN(C)C[C@@H]2OCCCC[C@H](C)Oc3ccc(NS(=O)(=O)c4ccc(C)cc4)cc3C(=O)N([C@H](C)CO)C[C@@H]2C)cc1	19	2	2	4	-10	6	-4
CCOC(=O)C1=CCN(S(=O)(=O)c2ccccc2C)C1c1ccc(F)cc1 (configuration not stated)	6	-1	.	4	-23	4	8
CS/C(=C\[N+](=O)[O-])Nc1ccc(OC(F)(F)F)cc1	2	9	-11	-3	3	0	-1
CC(=O)c1c(C)[nH]c(C(=O)N(C)CC(=O)Nc2ccc(Cl)c(C(F)(F)F)c2)c1C	8	.	-3	-3	9	-9	-2
Fc1ccc(/C=N/NC(=S)Nc2cccnc2)cc1F	-25	-12	-2	-3	-16	-3	-6
O=C(COC(=O)/C=C/c1ccc(Br)o1)NCCCN1CCCC1=O	-8	-8	0	-1	5	3	3
O=C(/C=C/c1cccc([N+](=O)[O-])c1)NC(=S)Nc1cccc(NC(=O)c2ccccc2Cl)c1	-5	.	-5	.	11	.	.
CCCn1c(=O)c(C(=O)NNC(=O)Cc2ccccc2)c(O)c2ccccc21	-37	10	-5	-6	5	6	1
COc1ccc(CCN2CC(C(=O)N(C)Cc3ccc(C)o3)CCC2=O)cc1 (configuration not stated)	-105	-66	1	-2	-14	-3	6
O=C1NC(c2ccccc2)c2c(-c3ccccc3)n[nH]c21 (configuration not stated)	-9	-16	.	1	-18	-10	-1

# (further entries)
SMILES	PAX8 inh HTS	EWS-Fli inh	ARNT-TACC3 inh	SIRT5 inh	LGR2 antag	DENV2 CPE	Casp6 inh
CCOC(=O)[C@]12CCCC=C1N(Cc1ccccc1)C(=O)[C@H](CC(=O)NCc1cccs1)C2	3	-1	.	-2	-1	55*	2
O=CNc1c(Cl)cc2c(c1Cl)Cc1cc([N+](=O)[O-])ccc1-2	10	19	3	-2	1	9	-2
Cc1cc(N2Cc3ccccc3C2)ccc1C=O	-136	-28	-11	5	-98	4	6
O=C(NCCc1ccccc1)/C(=C\c1ccccc1)NC(=O)c1ccco1	8	4	-4	2	0	0	2
COc1ccc2c(C)cc(SCC(=O)NCC3CCCO3)nc2c1 (configuration not stated)	19	-3	.	-22	0	0	1
COc1ccc(CN2C[C@@H](CO)O[C@@H](n3cnc4c(N(C)C)ncnc43)C2)cc1	7	-10	.	.	-6	5	0
COc1ccccc1NC(=O)N[C@@H]1CC[C@@H](CC(=O)NCc2ccc(Cl)c(Cl)c2)O[C@@H]1CO	.	.	7	-6	-7	-7	3
O=C(NCc1ccco1)N1c2ccccc2Sc2ccccc21	.	9	-1	-3	-3	.	0
O=C(CC1SC(=Nc2ccccc2)N(Cc2ccccn2)C1=O)Nc1ccc(Br)cc1 (configuration not stated)	-6	.	1	.	-14	.	.
O=c1[nH]cnc2ccc([N+](=O)[O-])cc12	-3	-4	2	4	-3	3	1
O=C(C[C@@H]1C/C=C\CCC(=O)OC[C@@H]2CCCN2C1=O)N[C@H](CO)Cc1ccccc1	-8	-2	4	.	0	-14	-3
CN(C)C(=O)c1ccc(-c2ccc(C3[C@H]4CNC[C@@H]3N4S(=O)(=O)c3ccccc3)cc2)cc1 (some centres not stated)	-11	.	.	4	-9	1	-4
C[C@@H]1CCCCO[C@H](CN(C)S(=O)(=O)c2ccc(F)cc2)[C@H](C)CN([C@@H](C)CO)C(=O)c2cc(NS(=O)(=O)c3cn(C)cn3)ccc2O1	15	2	-6	1	-1	-5	0
O=C(CCc1ccccc1)Nc1cc2c(cc1C(=O)O)OCCCO2	.	6	.	-2	-3	2	0
CC(NC(=O)CN(C)S(=O)(=O)c1ccc2c(c1)c(=O)n(C)c(=O)n2C)c1ccccc1 (configuration not stated)	5	4	9	-8	4	1	1
COc1ccc(NC(=O)c2ccc(NC(=O)CCS(=O)(=O)c3cccs3)cc2)cc1	-26	-16	-5	-15	5	4	0
C[C@H]1CN([C@@H](C)CO)C(=O)c2cccc(NS(=O)(=O)c3ccccc3)c2O[C@H]1CN(C)Cc1ccc(C(F)(F)F)cc1	-9	6	0	7	10	78*	-2
CCN(CC)S(=O)(=O)c1cc(NC(=O)Cc2n[nH]c(=O)c3ccccc23)ccc1C	3	14	1	2	3	-4	0
CN(C)CCOc1ccc2c(c1)C(=O)C(=Cc1ncc([N+](=O)[O-])n1C)C2	99*	52*	.	2	100*	11	-27
O=C(CCN1C(=O)c2ccccc2C1=O)NCc1ccc(Cl)cc1	5	-5	1	-1	8	2	-4

# Compound activity (PubChem)

# Rows are unselected (roughly 4.9% active in at least one column).
